Compound activity as filed in PubChem BioAssay.
TDP1 cell CPT: growth inhibition of DT40 Tdp1-/-;hTDP1 cells with camptothecin (screen for TDP1 inhibitors). chicken DT40 Tdp1-/-;hTDP1 cells + 20 nM CPT, ATP luminescence, 48 h. Potency, µM (titrated, usually from 46.2 µM), without a hit: at the highest dose activity change, negative = growth inhibition, most hits filed as inhibitors. 420,000 tested, 12% active; further: nearly all actives have a fitted effect of over 55% in size
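Cell growth measured by CellTiter-Glo luminescence after a minimum 48 h, 37 C compound exposure with 20 nM CPT in Tdp1-knockout DT40 cells stably expressing hTDP1, seeded 400/well; qHTS titration format.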
DT40 TDP1 no CPT: qHTS for Inhibitors of human tyrosyl-DNA phosphodiesterase 1 (TDP1): qHTS in cells in absence of CPT; Potency, µM (series often up to 46.2 µM), inactives show at the highest dose activity change, negative = growth inhibition, actives largely listed as inhibitors; 420,000 tested, 15% active; DT40 Tdp1-/- hTDP1 cells, no CPT, ATP luminescence, 48 h; further: nearly all actives have a fitted effect of over 55% in size
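Compound effects on proliferation are scored in DT40 Tdp1-/-;hTDP1 cells in the absence of CPT. ATP levels (CellTiter-Glo luminescence) are recorded after a ≥48 hr, 37 °C incubation.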
TDP1 block: TDP1 (human) enzyme inhibition; Potency, µM (titrated, usually from 130 µM), inactives show top-dose activity change, negative = inhibition, most hits filed as inhibitors; recombinant TDP1, AlphaScreen DNA substrate cleavage; AID 485290; Q9NUW8; 350,000 tested, 0.28% active; further: nearly all actives have a fitted effect of over 40% in size
Target sequence (Q9NUW8 whole entry, looked up): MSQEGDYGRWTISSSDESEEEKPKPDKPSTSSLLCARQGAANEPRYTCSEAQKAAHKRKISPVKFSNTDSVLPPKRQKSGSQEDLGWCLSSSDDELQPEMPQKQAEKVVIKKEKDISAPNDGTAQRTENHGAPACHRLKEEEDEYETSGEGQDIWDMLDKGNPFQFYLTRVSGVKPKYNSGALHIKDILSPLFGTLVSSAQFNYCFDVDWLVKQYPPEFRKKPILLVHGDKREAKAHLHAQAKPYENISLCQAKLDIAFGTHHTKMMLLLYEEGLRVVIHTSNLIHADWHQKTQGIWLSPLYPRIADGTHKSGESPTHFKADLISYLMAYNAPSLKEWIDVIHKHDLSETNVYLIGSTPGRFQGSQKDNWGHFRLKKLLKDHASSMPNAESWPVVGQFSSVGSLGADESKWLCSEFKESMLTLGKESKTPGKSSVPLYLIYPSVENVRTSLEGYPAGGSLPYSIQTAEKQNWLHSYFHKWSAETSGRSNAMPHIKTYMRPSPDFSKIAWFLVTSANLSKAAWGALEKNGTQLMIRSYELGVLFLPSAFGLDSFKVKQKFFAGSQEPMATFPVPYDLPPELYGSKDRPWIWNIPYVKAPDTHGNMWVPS
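Tdp1 1 nM final; 15 min RT w/ cpd; substrate 15 nM, 5 min; beads 10 ug/ml, 10 min; AlphaScreen read. Neg ctrl: no enzyme.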
Starred values were filed as active, the others as inactive; ? = inconclusive; · = not tested or not shown; & = joins results of further samples. The call rests on the fitted dose curve; in most records, active means well fitted curve in the direction sought with a large enough effect; inconclusive means small, poorly fitted or top-dose-only effect, or another doubt; inactive means no such curve, though single readings can be large; an effect the other way counts as inactive or inconclusive. On the % scale 0 is the no-effect control and ±100 the full control effect; potency means the concentration at half of the fitted maximal effect.

1. COc1ccc(CCNC(=O)CSc2nnc(CNC(=O)c3ccco3)o2)cc1OC
2. O=C(NCc1ccc(OC(F)(F)F)cc1)C1CC(c2c(Cl)cccc2Cl)=NO1 (configuration not stated)
3. Cc1ccccc1C(c1ccccc1Cl)N(C)C (configuration not stated)
4. O=S(=O)(NCCCCNS(=O)(=O)c1cccc2cccnc12)c1cccc2cccnc12
5. O=C(O)COCC(=O)N1CCCN(c2nccc(C(F)(F)F)n2)CC1
6. COc1nc(Oc2ccc(C(=O)OCC(N)=O)cc2)nc(N(C)C)n1
7. COc1cc(OC)cc(-c2sc3ccc(OC)cc3c2C#CCCO)c1
8. O=c1[nH]c(SCc2ccccc2)nc2c1cnn2-c1ccc(F)cc1
entry no.	1	2	3	4	5	6	7	8
TDP1 cell CPT	-10.6%	-25.5%	3.1%	3.4%	0.8%	11.8%	?	-7.1%
DT40 TDP1 no CPT	-6.8%	?	?	-21.8%	10.4%	-7.8%	-76.6%	-5.8%
TDP1 block	1.3%	1.0%	·	·	·	1.0%	-5.3%	·

9. O=C(CCSCc1ccc(Cl)cc1)N1CCN(c2ccccc2F)CC1
10. CCN1C2=C(C(=O)CCC2)C(c2ccc(O)c(Br)c2)C2=C1CCCC2=O
11. CCCCn1c(N)c(N(CCOC)C(=O)COC(=O)c2cc(CC)c(C)s2)c(=O)[nH]c1=O
12. O=C(c1ccccc1)c1ccccc1C(=O)N1CCOCC1
13. Cc1ccccc1NC(=O)CSc1nnc(-c2ccco2)c(-c2ccco2)n1
14. Cc1cc(C)cc(NS(=O)(=O)c2ccc3[nH]cc(C(=O)NCc4ccco4)c(=O)c3c2)c1
15. Cn1ccc(C(=O)N/N=C/c2ccncc2)n1
16. COc1ccc(-n2ncc(S(=O)(=O)c3ccccc3)c2-c2ccc(Cl)cc2)cc1
entry no.	9	10	11	12	13	14	15	16
TDP1 cell CPT	-12.0%	?	?	-2.2%	?	11.6µM*	-1.1%	25.9µM*
DT40 TDP1 no CPT	-5.4%	-21.4%	0.0%	11.5%	?	14.6µM*	14.8%	20.6µM*
TDP1 block	0.0%	2.1%	-5.8%	2.2%	-11.6%	5.2%&4.7%	3.0%	5.3%

17. O=C(Cn1cc([N+](=O)[O-])cn1)NCCc1c[nH]c2ccccc12
18. O=C(N/N=C/c1c(F)cccc1Cl)c1ccc(Cn2cc(Br)cn2)o1
19. CC(=O)Nc1ccc(S(=O)(=O)N2CCN(Cc3cccs3)CC2)cc1
20. CCOC(=O)c1c(NC(=O)C2COc3ccccc3O2)sc(C(C)=O)c1C (configuration not stated)
21. O=C1CSCC(=O)N1Cc1ccc(Cl)c(Cl)c1
22. CCN(c1ccc(NC(=O)COC(=O)c2cc3ccccc3oc2=O)cc1)C(C)C
23. Fc1ccc(CNC(=S)NCc2ccc(F)cc2)cc1
24. CCCNC(=O)C1(C)CCCN(Cc2c(F)cccc2F)C1 (configuration not stated)
entry no.	17	18	19	20	21	22	23	24
TDP1 cell CPT	12.5%	-9.2%	?	7.31µM*	22.2%	-4.4%	13.1%	-26.7%
DT40 TDP1 no CPT	-19.7%	-8.4%	?	6.51µM*	-10.2%	-4.5%	-14.5%	?
TDP1 block	0.0%	6.3%	-5.1%	4.7%	·	5.9%	7.6%	·

Compound profiles, as listed above. Screens in order: TDP1 cell CPT | DT40 TDP1 no CPT | TDP1 block
Record of O=C(N/N=C/c1c(F)cccc1Cl)c1ccc(Cn2cc(Br)cn2)o1 : -9.2% | -8.4% | 6.3%
Record of CCCNC(=O)C1(C)CCCN(Cc2c(F)cccc2F)C1 (configuration not stated) : -26.7% | ? | ·

Additional results follow.
25. O=C1CC[C@H](C(=O)O)N1
26. Cn1ccnc1SCC(=O)Nc1cccc2ccccc12
27. CNS(=O)(=O)c1cccc2nsnc12
28. Cc1ccc(-c2ccc(=O)n(CC(=O)Nc3ccc(C)cc3Cl)n2)cc1
29. O=C(NCc1n[nH]c(=S)n1-c1cccc(C(F)(F)F)c1)c1ccc(S(=O)(=O)N2CCCC2)cc1
30. COc1ccc(OC)c(NC(=O)C(=O)NNC(=O)COc2ccc(Br)cc2C)c1
31. Cc1ccc(NC(=O)COC(=O)c2ccc3c(c2)NC(=O)C2CCCN32)cc1 (configuration not stated)
32. CCC(C)Nc1c2c(nc3c(-c4ccccc4)c(C)nn13)CCC2 (configuration not stated)
entry no.	25	26	27	28	29	30	31	32
TDP1 cell CPT	-3.3%	-27.2%	-11.6%	-14.9%	-7.3%	?	16.4µM*	?
DT40 TDP1 no CPT	-11.4%	-5.0%	0.0073µM*	-26.3%	-7.1%	?	?	?
TDP1 block	6.1%	0.0%	7.9%	7.0%	2.7%	6.0%	-1.0%	-1.0%

33. N#Cc1cc2c(cc1NC(=O)CCn1cnnn1)OCO2
34. Cc1ccc2c(c1)N(CC(=O)N(Cc1ccc3c(c1)OCO3)CC1CCCO1)C(=O)C(C)O2 (configuration not stated)
35. COc1ccccc1CNC(=O)OCc1nccnc1C(=O)Nc1ccc(Br)cn1
36. CSc1ccccc1OCc1cc(C(=O)N(C)Cc2ccc3nsnc3c2)no1
37. CCc1c(C)sc(NC(=O)c2ccco2)c1C(=O)N1CCCCC1
38. OC(c1cccc(Cl)c1)c1ncc(-c2cccc(C(F)(F)F)c2)[nH]1 (configuration not stated)
39. CC(=O)Nc1ccc(S(=O)(=O)N(C)CC(=O)NC2CCCC(C)C2C)cc1 (configuration not stated)
40. CC1CCN(Cc2c(O)ccc3c(=O)c(Oc4ccccc4Cl)c(C(F)(F)F)oc23)CC1
entry no.	33	34	35	36	37	38	39	40
TDP1 cell CPT	-3.4%	?	?	?	?	?	-22.6%	?
DT40 TDP1 no CPT	10.0%	?	?	-28.2%	-22.7%	23.1µM*	-24.3%	20.6µM*
TDP1 block	0.3%	0.0%	-1.1%	0.7%	7.6%	·	·	-5.3%

Quoted from the listing.
Entry for Cc1cc(C)cc(NS(=O)(=O)c2ccc3[nH]cc(C(=O)NCc4ccco4)c(=O)c3c2)c1 in TDP1 block: 5.2%&4.7%
Entry for Cc1ccc(-c2ccc(=O)n(CC(=O)Nc3ccc(C)cc3Cl)n2)cc1 in TDP1 block: 7.0%
Entry for OC(c1cccc(Cl)c1)c1ncc(-c2cccc(C(F)(F)F)c2)[nH]1 (configuration not stated) in DT40 TDP1 no CPT: 23.1µM*
Entry for O=C(O)COCC(=O)N1CCCN(c2nccc(C(F)(F)F)n2)CC1 in DT40 TDP1 no CPT: 10.4%
Entry for COc1nc(Oc2ccc(C(=O)OCC(N)=O)cc2)nc(N(C)C)n1 in TDP1 cell CPT: 11.8%

Other records:
41. CCNC(=O)C1(C)CCN(C(=O)c2cccc(C(F)(F)F)c2)C1 (configuration not stated)
42. Cc1cc(Nc2cccc(C(F)(F)F)c2)nc2ccc(NC(=O)c3cncc(Br)c3)cc12
43. O=C(COC(=O)c1ccccc1)Nc1cc(Cl)ccc1Oc1ccccc1
44. COC(=O)c1onc(-c2c(C)cc(C)cc2C)c1C(=O)OC
45. CNc1nc(Nc2ccc(C(=O)OC)cc2)c2sccc2n1
46. CCN(CC)c1ccc(NC(=O)Cn2c3ncccc3c(=O)n2-c2ccccc2)c(C)c1
47. CC(C)n1nnnc1SCC(=O)N1CCOCC1
48. CCN(C[C@H]1N[C@@](Cc2ccccc2)(C(=O)OC)[C@H]2C(=O)N(Cc3ccccc3)C(=O)[C@@H]12)C(=O)c1ccc(C)cc1
entry no.	41	42	43	44	45	46	47	48
TDP1 cell CPT	-0.8%	5.8µM*	-29.4%	?	13µM*	?	0.0%	?
DT40 TDP1 no CPT	-0.4%	5.17µM*	?	-8.6%	14.6µM*	?	-3.3%	?
TDP1 block	·	6.2%	-5.6%	3.0%	·	2.6%	1.9%	0.8%

49. Cc1ccc(C(=O)Nc2ccc3ccccc3n2)cc1
50. CC(=O)Nc1ccc2nc(SCC(=O)NCCOc3ccccc3)sc2c1
51. COc1ccc(C(=O)NCc2ccc(C)cc2)cc1S(=O)(=O)N1CCOCC1
52. C=CCOc1ccccc1CN1CCC(Oc2ccc(C(=O)N3CCCCC3)cc2)CC1
53. CCOC(=O)C1=C(C)NC2=C(C(=O)C(C(=O)OCC)C(c3cccc(OC)c3)C2)C1c1ccccn1 (configuration not stated)
54. CC(C)(C)OC(=O)CNC(=O)c1[nH]cnc1C(=O)N[C@@H](Cc1ccccc1)C(=O)OCc1ccccc1
55. COc1ccccc1CNC(=O)C(NC(=O)c1ccccc1C)C(C)C (configuration not stated)
56. COC(CNC(=O)c1cccc2c1C(=O)N(Cc1cccnc1)C2)OC
entry no.	49	50	51	52	53	54	55	56
TDP1 cell CPT	5.5%	14.6µM*	-10.8%	?	?	?	9.9%	3.7%
DT40 TDP1 no CPT	-25.2%	14.6µM*	0.4%	20.6µM*	?	?	-4.6%	-20.7%
TDP1 block	·	2.5%	·	3.3%	0.0%	·	4.7%	5.1%

57. CCOC(=O)c1ccc(NC(=S)N2CCCC(C(=O)N3CCCC3)C2)cc1 (configuration not stated)
58. Cc1ccc(S(=O)(=O)N2CCOCC2)cc1C(=O)OCC(=O)NCCc1ccccc1
59. CC1CCN(C(C(=O)Nc2ccc(C(C)C)cc2)c2ccc3c(c2)OCO3)CC1 (configuration not stated)
60. C/C(=N\NC(=O)c1cc(C2CC2)nc2ccccc12)c1ccc(O)cc1O
61. CCOc1ccc2nc(NC(=O)c3cc([N+](=O)[O-])ccc3N3CCOCC3)sc2c1
62. Cc1cnc(C(=O)OCC(=O)NC2CCCCC2)cn1
63. CCOc1cc(S(=O)(=O)Nc2ccccn2)ccc1F
64. CC(C)CCN1CCC(C)(NC(=O)c2ccccc2)C1=O (configuration not stated)
entry no.	57	58	59	60	61	62	63	64
TDP1 cell CPT	-5.2%	?	?	6.51µM*	?	-0.2%	11.6%	-24.9%
DT40 TDP1 no CPT	4.6%	?	?	5.17µM*	18.4µM*	-12.2%	5.4%	-16.2%
TDP1 block	3.7%	-1.0%	6.1%	4.3%	8.5%	1.9%	-4.5%	-0.6%

65. CCc1nc2ccc(C(=O)Nc3cc(-c4ccccc4)ccc3OC)cn2c1N(C)C(=O)c1cccc(OC)c1
66. C[C@H](CO)N1C[C@H](C)[C@@H](CN(C)C(=O)c2ccccc2)Oc2cc(C#C[C@@H](C)O)ccc2S1(=O)=O
67. O=C(NCc1c(Cl)cccc1Cl)c1ccc2nnsc2c1
68. COc1ccc(-c2[nH]c3ccccc3c2SCCN)cc1
69. CCCCNc1nc2c(c(=O)n(Cc3ccccc3)c(=O)n2C)n1C
70. CC(=O)N1CCc2cc(Br)cc(S(=O)(=O)NCCCN3CCCC(C)C3)c21 (configuration not stated)
71. C#CCO[C@@H]1C[C@H](n2ccc(NC(=O)c3ccccc3)nc2=O)O[C@@H]1CO
72. COc1ccccc1Cc1noc(COc2cccc(C)c2C)n1
entry no.	65	66	67	68	69	70	71	72
TDP1 cell CPT	?	-2.0%	?	?	-24.8%&-2.1%	2.5%	20.7%	-1.3%
DT40 TDP1 no CPT	18.4µM*	-21.8%	?	?	?	17.6%	-0.3%	-14.4%
TDP1 block	·	·	0.0%	7.0%	·	-2.3%	4.7%	·

73. C=CCn1ncc(OC)c(Cl)c1=O
74. COc1cc(C2Nc3cccc4cccc(c34)N2)cc(OC)c1O
75. O=C(CN1CCOCC1)N1CCN(c2nnc(-c3ccccc3)c3ccccc23)CC1
76. CCCCOC(=O)c1ccc(NC(=O)c2c(Cl)ccc(Cl)c2OC)cc1
77. COc1ccc2c([N+](=O)[O-])c(N3CCOCC3)[nH]c2c1
78. O=C(NC1CCCCCC1)C1CCN(C(=O)c2ccc(Br)cc2)CC1
entry no.	73	74	75	76	77	78
TDP1 cell CPT	4.3%	18.4µM*	?	-29.5%	-8.7%	20.6µM*
DT40 TDP1 no CPT	-0.4%	?	-20.0%	?	-2.9%	14.6µM*
TDP1 block	2.9%	3.3%	5.5%	0.0%	·	0.9%

Arranged by length of the SMILES (lowest first): some entries from above
43. O=C(COC(=O)c1ccccc1)Nc1cc(Cl)ccc1Oc1ccccc1
10. CCN1C2=C(C(=O)CCC2)C(c2ccc(O)c(Br)c2)C2=C1CCCC2=O
29. O=C(NCc1n[nH]c(=S)n1-c1cccc(C(F)(F)F)c1)c1ccc(S(=O)(=O)N2CCCC2)cc1
entry no.	43	10	29
TDP1 cell CPT	-29.4%	?	-7.3%
DT40 TDP1 no CPT	?	-21.4%	-7.1%
TDP1 block	-5.6%	2.1%	2.7%
